D2 antagonist: HTS Assay for Allosteric Antagonists of the Human D2 Dopamine Receptor: Primary Screen for Antagonists; D(2) dopamine receptor (Homo sapiens), P14416; HEK293 TREx D2 cells, calcium flux, dopamine EC80; inhibition, % at 10 µM; actives 2% (n = 340,000); in the data active = inhibition above about 30%; also: 0% is about no effect
Target sequence (P14416 whole entry, looked up): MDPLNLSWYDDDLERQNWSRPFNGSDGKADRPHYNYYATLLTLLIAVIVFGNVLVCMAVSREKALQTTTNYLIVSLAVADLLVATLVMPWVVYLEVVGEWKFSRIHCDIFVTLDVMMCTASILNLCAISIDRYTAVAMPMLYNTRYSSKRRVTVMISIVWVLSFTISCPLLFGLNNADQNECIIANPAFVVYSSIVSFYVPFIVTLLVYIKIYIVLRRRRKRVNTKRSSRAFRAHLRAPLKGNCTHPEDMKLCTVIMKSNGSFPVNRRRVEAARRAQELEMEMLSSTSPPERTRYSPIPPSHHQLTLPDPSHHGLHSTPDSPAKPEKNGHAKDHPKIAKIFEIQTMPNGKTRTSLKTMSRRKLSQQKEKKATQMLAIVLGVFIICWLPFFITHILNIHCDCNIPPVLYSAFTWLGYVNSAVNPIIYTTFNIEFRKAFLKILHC
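Calcium flux kinetic readout in an inducible HEK293 TREx D2 line plated overnight at 30 C. After 180 s compound exposure, an EC80 dopamine challenge follows with another 180 s kinetic read to detect antagonism.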
USP1 inh: Inhibitors of USP1/UAF1: Primary Screen; Ubiquitin carboxyl-terminal hydrolase 1 (Homo sapiens), O94782; recombinant USP1/UAF1, Ub-Rhodamine cleavage fluorescence; Potency, µM (doses to about 57.1 µM), without a hit: at the top dose activity change, negative = inhibition, usual class: inhibitors; actives 0.23% (n = 390,000); also: potency is read from the fitted curve at half-maximal effect; % is scaled to controls: 0 for no effect and ±100 for the full control effect; nearly all actives have a fitted effect of over 60% in size; inactives centre near -12
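USP1/UAF1 complex at 1 nM was preincubated with compound for 15 min at room temperature, then Ub-Rho substrate (150nM final) was added. Fluorescence (480/540 nm) was read kinetically, 6 reads every 60 seconds.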
TRHR agonist: qHTS for Small Molecule Agonists and Allosteric Enhancers of Human TRH Receptor: Primary Screen for Agonists; Thyrotropin-releasing hormone receptor (Homo sapiens), P34981; TRHR cells, calcium flux fluo-8, FDSS agonist mode; activation, % at 2 µM; actives 0.18% (n = 360,000); in the data active = activation above about 30%; also: 0% is about no effect
Target sequence (P34981 whole entry, looked up): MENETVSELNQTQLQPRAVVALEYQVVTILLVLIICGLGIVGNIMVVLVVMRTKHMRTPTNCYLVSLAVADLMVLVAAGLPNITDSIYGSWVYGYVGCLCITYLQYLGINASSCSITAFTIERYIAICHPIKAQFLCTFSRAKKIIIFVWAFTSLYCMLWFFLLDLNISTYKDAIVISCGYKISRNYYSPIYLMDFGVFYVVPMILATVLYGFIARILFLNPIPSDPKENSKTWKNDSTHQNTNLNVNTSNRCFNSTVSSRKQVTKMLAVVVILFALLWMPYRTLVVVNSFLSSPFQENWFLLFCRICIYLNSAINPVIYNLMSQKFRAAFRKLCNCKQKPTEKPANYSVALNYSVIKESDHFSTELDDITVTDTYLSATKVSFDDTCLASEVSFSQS
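Read-out: compound-evoked intracellular calcium rise in TRHR cells, fluo-8 dye, kinetic FDSS fluorescence at 1 s/cycle following a 10-cycle baseline. Cells cultured overnight before dye loading (30 min–1.5 h, RT).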
rTrxR1 inhibitor: qHTS Assay for Inhibitors of Mammalian Selenoprotein Thioredoxin Reductase 1 (TrxR1): qHTS; recombinant rTrxR1, NADPH fluorescence consumption, selenite substrate; Thioredoxin reductase 1, cytoplasmic (Rattus norvegicus), O89049; actives 1% (n = 390,000); Potency, µM (doses to about 114 µM), for inactives: at the highest dose activity change, negative = inhibition, usual class: inhibitors; also: potency is read from the fitted curve at half-maximal effect; % is scaled to controls: 0 for no effect and ±100 for the full control effect; nearly all actives have a fitted effect of over 65% in size
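Rat TrxR1 (90 nM in the dispensed reagent) was pre-reduced with 400 uM NADPH for 5 min at room temperature, then incubated with compound for 15 min. After 400 uM selenite was added, NADPH fluorescence (Ex 340/Em 450 nm) was followed for 8 min.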
D2 agonist: HTS Assay for Allosteric Agonists of the Human D2 Dopamine Receptor: Primary Screen for Agonists. AID 485358, 2010. activation, % at 2 µM. actives 0.53% (n = 340,000). HEK293 T-REx D2 cells, calcium flux agonist mode;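 active = activation over 3 SD above normal in the single-dose calcium agonist read, cut at about 30% in these data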; also: 0% is about no effect
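Agonism scored from kinetic calcium signal (1 read/sec, 180 s) following compound pin transfer, after a 10 s baseline. Cells: HEK293 Trex line expressing inducible D2 receptor coupled to calcium, dye-loaded after overnight culture at 30 C.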
TrxR1 substrate: qHTS Assay for Substrates of Mammalian Selenoprotein Thioredoxin Reductase 1 (TrxR1): qHTS; Thioredoxin reductase 1, cytoplasmic (Rattus norvegicus), O89049; purified TrxR1 substrate turnover, NADPH consumption readout; Potency, µM (highest dose often 114 µM), for the others: at the highest dose activity change, negative = substrate turnover; actives 0.01% (n = 390,000); AID 588456, 2011; also: potency is read from the fitted curve at half-maximal effect; % is scaled to controls: 0 for no effect and ±100 for the full control effect; nearly all actives have a fitted effect of over 50% in size
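Rat TrxR1, dispensed at 90 nM, was prereduced with 400 uM NADPH (final) for 5 min at ~22 deg C, then incubated with compound 15 min before 400 uM selenite. A first-read NADPH fluorescence drop versus no-compound background flagged substrates.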
PI4K2A block: qHTS for small molecular inhibitors of PI4K2A; Phosphatidylinositol 4-kinase type 2-alpha (Homo sapiens), Q9BTU6; AID 1346378, 2018; actives 0.13% (n = 420,000); activity change, negative = inhibition, % at 76.9 µM; purified PI4K2A, ADP-Glo luminescence, 1 h; active compounds read low; in the data active = activity change below about -50%; inconclusive = mostly about -30% to -49%;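 also: -100% = wells without enzyme as full effect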
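Compounds are screened against recombinant PI4K2A using PI as substrate and ATP, the latter dispensed at 300 microM. Reactions run one hour at ambient temperature before ADP-Glo detection; full inhibition defined by wells lacking enzyme.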
IDH1 R132H inh: qHTS for Inhibitors of mutant isocitrate dehydrogenase 1 (IDH1): qHTS | Isocitrate dehydrogenase [NADP] cytoplasmic (Homo sapiens), O75874 | IDH1-R132H enzyme, NADPH consumption, diaphorase/resazurin fluorescence | Potency, µM (doses to about 76.6 µM), without a hit: at the highest dose activity change, negative = inhibition, hits mostly inhibitors | actives 0.093% (n = 390,000) | AID 602179, 2012; also: potency is read from the fitted curve at half-maximal effect; % is scaled to controls: 0 for no effect and ±100 for the full control effect; nearly all actives have a fitted effect of over 65% in size
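IDH1-R132H (0.5 ug/mL dispensed) in pH 7.5 Tris buffer was preincubated 30 min with compound, then given a substrate mix of 0.016 mM NADPH and 2 mM alpha-KG for 80 min at room temperature; remaining NADPH was read by diaphorase/resazurin fluorescence.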
TRHR enhancer: qHTS for Small Molecule Agonists and Allosteric Enhancers of Human TRH Receptor: Primary Screen for Enhancers | Thyrotropin-releasing hormone receptor (Homo sapiens), P34981 | TRHR cells, fluo-8 calcium fluorescence, EC20 TRH enhancement | enhancement, % at 2 µM | actives 0.66% (n = 360,000); in the data active = enhancement above about 30%; also: 0% is about no effect
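TRHR-expressing cells loaded with fluo-8 calcium dye were read kinetically (ex 480/em 530) during compound addition, then stimulated with an EC20 of TRH (10 nM final). Enhancement of the Gq-mediated intracellular calcium response was scored.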
The depositor's hits bear a star; ? = inconclusive; nt = no result given; [ ] = remark or other dose. Unless noted, calls follow the shape of the dose curve; as a rule, active = well fitted inhibition curve with a large enough effect; inconclusive = small, poorly fitted or top-dose-only effect; inactive = no such curve, though single readings can be large or run the other way.

1: Cc1ccc(C)c(NC(=O)c2ccccn2)c1
2: COC(=O)c1cc(CNC(=O)c2ccc(S(=O)(=O)N(C)c3ccccc3)cc2)ccc1OC
3: CCOP1(=O)C=C(C(C)(C)C)OC1c1ccc(F)cc1 (configuration not stated)
4: CCOc1ccccc1OCC(=O)OCc1csc(CC(=O)Nc2ccccc2C)n1
5: CCc1noc(C)c1C(=O)Nc1nc(-c2ccc(OC)c(OC)c2)cs1
6: Cc1ccc(C(=O)CC(Nc2ccc(F)cc2)c2ccccc2)cc1 (configuration not stated)
7: CCOC(=O)CSc1nc2sccc2c(=O)[nH]1
8: CC1(C)CC2CC(C)(CN2C(=O)COC(=O)c2ccccc2C(F)(F)F)C1 (configuration not stated)
assay / entry	1	2	3	4	5	6	7	8
D2 antagonist	-4	74*	-7	-6	2	-3	6	-32
USP1 inh	2%	-9%	2%	-2%	-17%	-15%	-14%	-13%
TRHR agonist	-1.0	0.2	0.3	0.0	-1.0	0.4	0.1	-0.2
rTrxR1 inhibitor	-21%[57.1 µM]	-5%	-2%	22%	8%	12%[57.1 µM]	21%	15%
D2 agonist	-1.3	0.3	0.2	-0.1	-1.3	-0.6	0.7	0.0
TrxR1 substrate	-6%[57.1 µM]	-9%	-1%	3%	-3%	-8%	7%	-2%
PI4K2A block	-9	-1	6	-3	0	0	4	2
IDH1 R132H inh	-7%	0%	3%	13%	-1%	2%	1%	10%
TRHR enhancer	-2	-20	3	10	-2	-3	4	-5

9: Cc1cccc(CCNC(=O)c2cc3c(=O)n(C)c4ccccc4c3n2C)c1
10: Cc1cccc2cc(C3CC(c4cccs4)=NN3S(C)(=O)=O)c(Cl)nc12 (configuration not stated)
11: Cc1cc(C)c(S(=O)(=O)N2CCOC2CNC(=O)C(=O)NCCCn2ccnc2)c(C)c1 (configuration not stated)
12: CCn1nnnc1SCC(=O)c1ccc(C)cc1C
13: C=CCC(Nc1ccco1)c1ccccc1 (configuration not stated)
14: CCN(C(=O)COC(=O)c1cccnc1)c1cccc2ccccc12
15: COc1ccc(-c2nc(CSCC(=O)NC3CCCC3)c(C)o2)cc1OC
16: COc1ccccc1NC(=O)c1ccc(-n2cncn2)nc1
assay / entry	9	10	11	12	13	14	15	16
D2 antagonist	nt	7	-1	nt	-3	nt	-10	-7
USP1 inh	-30%	-23%	-19%	-18%	-19%	-2%	-9%	-26%
TRHR agonist	0.1	0.5	0.6	-1.2	-2.1	nt	-1.0	0.5
rTrxR1 inhibitor	47%[activator]	26%	13%	6%[57.1 µM]	-32%	6%	7%	22%
D2 agonist	-0.5	0.6	0.3	nt	0.0	nt	-1.0	2.4
TrxR1 substrate	14%	6%	4%	-8%	0%	-1%	16%	7%
PI4K2A block	7	-4	4	3	-12	0	7	4
IDH1 R132H inh	3%	0%	-8%	4%	7%	-13%	0%	-4%
TRHR enhancer	6	0	-4	7	2	nt	8	1

17: CCOC(=O)N1CCN(C(=O)C(NS(=O)(=O)c2cccc3nsnc23)c2ccccc2)CC1 (configuration not stated)
18: O=C(Cc1cn(-c2ccccc2)nc1-c1ccccc1)N1CCCCC1
19: COc1ccc(-c2cccc(NS(=O)(=O)c3cccc([N+](=O)[O-])c3)c2)nn1
20: CCCOC(=O)c1ccc(-c2c(C)noc2-c2ccc(OC)cc2O)o1
21: CCC(CC)NC(=O)C1CCN(c2ccc(S(=O)(=O)N3CCOCC3)cc2[N+](=O)[O-])CC1
22: Cc1cc2cc(CCNC(=O)C(C)C)c(=O)[nH]c2cc1C
23: COc1cc(NS(=O)(=O)c2ccc(Br)s2)cc(OC)c1
24: C[C@@H]1CCC[C@H](C)N1Cc1nc(Cc2ccccc2Cl)no1
assay / entry	17	18	19	20	21	22	23	24
D2 antagonist	10	-12	-14	10	1	nt	-10	-1
USP1 inh	-6%	-15%	-6%	-15%	-16%	-19%	-2%	-3%
TRHR agonist	0.5	-0.6	0.1	-0.1	-0.5	nt	1.4	0.1
rTrxR1 inhibitor	19%[57.1 µM]	11%	14%	14%	16%	2%	12%	23%[11.4 µM]
D2 agonist	0.4	0.2	0.3	-3.1	0.2	nt	-2.0	-0.6
TrxR1 substrate	-10%	5%	-2%[57.1 µM]	0%	-2%	11%[57.1 µM]	6%[57.1 µM]	7%[11.4 µM]
PI4K2A block	3	3	-1	-10	0	2	-3	2
IDH1 R132H inh	1%	-12%	-4%	7%	-6%	0%	3%	6%
TRHR enhancer	-2	-2	-11	-1	-4	nt	-4	-3

25: CCc1ccc(NC2=NC(C(=O)NC3CCCCC3)CC(=O)N2)cc1 (configuration not stated)
26: COc1cc2nc(CN3CCN(S(=O)(=O)c4ccc(Br)cc4)CC3)[nH]c(=O)c2cc1OC
27: CCC1Nc2ncnc(N3CCCCC3)c2N(Cc2ccc(Br)cc2)C1=O (configuration not stated)
28: CC1CCCCN1C(=O)CSc1n[nH]c(-c2ccccc2)n1 (configuration not stated)
29: CC1CC1C(=O)OCC(=O)Nc1ccc(S(=O)(=O)N2CCOCC2)cc1 (configuration not stated)
30: O=C(CCCOC(=O)c1ccc(O)cc1)c1ccccc1
31: CNC(=O)c1ccc(NC(=O)CCNC(=O)Nc2ccccc2)cc1
32: O=C1C2ON(c3ccc(Cl)cc3)C(c3ccco3)C2C(=O)N1c1ccccc1 (configuration not stated)
assay / entry	25	26	27	28	29	30	31	32
D2 antagonist	-11	nt	5	nt	nt	nt	29	-2
USP1 inh	-23%	-18%	-19%	-15%	-16%	-14%	-26%	-18%
TRHR agonist	0.0	nt	1.4	0.2	nt	nt	0.2	-0.7
rTrxR1 inhibitor	-4%	4%	16%[57.1 µM]	11%[57.1 µM]	-1%	8%[57.1 µM]	5%	?
D2 agonist	-0.9	nt	0.5	0.2	nt	nt	1.1	0.2
TrxR1 substrate	0%	-3%	5%[57.1 µM]	1%[57.1 µM]	-5%	6%[57.1 µM]	-4%	2%[2.29 µM]
PI4K2A block	0	9	5	-2	4	1	2	-4
IDH1 R132H inh	8%	-1%	1%	14%	0%	0%	-7%	11%
TRHR enhancer	-6	nt	-6	-4	nt	nt	-2	15

33: Cc1nn2c(=O)cc(COC(=O)CNC(=O)c3ccc(F)cc3)nc2s1
34: CC1CCCC(C)N1C(=O)Cn1cc(/C=C2/C(=O)Nc3ccccc32)c2ccccc21 (configuration not stated)
35: COc1ccc(C(=O)NCCSCc2cccc(Cl)c2)cc1OC
36: CCCCN(CCCC)S(=O)(=O)c1c(C)[nH]c(=O)[nH]c1=O
37: Cc1nc(C)c(-c2ccc(SCc3ccccc3F)nn2)s1
38: COCCOc1nc2c(c(=O)n(C)c(=O)n2C)n1CCc1ccccc1
39: FC(F)(F)c1cccc(-c2nn[nH]n2)c1
40: CSc1ncc(C(=O)Nc2ccc(F)cc2F)c(-c2ccccc2)n1
41: Cc1ccc(S(=O)(=O)NCCC(=O)NCc2ccc(Cl)cc2)cc1C
assay / entry	33	34	35	36	37	38	39	40	41
D2 antagonist	nt	32*	32*	9	-15	3	-10	nt	-19
USP1 inh	12%	-21%	-16%	-8%	-23%	-6%	-5%	-14%	-24%
TRHR agonist	0.3	0.0	-1.8	0.2	-0.3	-0.6	0.0	-1.1	0.2
rTrxR1 inhibitor	15%[57.1 µM]	-16%	11%	18%[57.1 µM]	-2%	8%	10%	18%	27%
D2 agonist	-1.2	1.2	-0.2	0.3	-0.4	-0.3	-0.5	-0.1	-3.2
TrxR1 substrate	0%[57.1 µM]	-20%	-5%	9%[57.1 µM]	0%	-6%	15%	6%	3%
PI4K2A block	-1	-24	-4	1	0	5	-2	-2	1
IDH1 R132H inh	-11%	3%	5%	2%	4%	0%	3%	-10%	-6%
TRHR enhancer	1	-1	-13	27	2	0	5	4	4

Part of the list above in order of length of the SMILES, largest number first.
34: CC1CCCC(C)N1C(=O)Cn1cc(/C=C2/C(=O)Nc3ccccc32)c2ccccc21 (configuration not stated)
41: Cc1ccc(S(=O)(=O)NCCC(=O)NCc2ccc(Cl)cc2)cc1C
38: COCCOc1nc2c(c(=O)n(C)c(=O)n2C)n1CCc1ccccc1
37: Cc1nc(C)c(-c2ccc(SCc3ccccc3F)nn2)s1
39: FC(F)(F)c1cccc(-c2nn[nH]n2)c1
assay / entry	34	41	38	37	39
D2 antagonist	32*	-19	3	-15	-10
USP1 inh	-21%	-24%	-6%	-23%	-5%
TRHR agonist	0.0	0.2	-0.6	-0.3	0.0
rTrxR1 inhibitor	-16%	27%	8%	-2%	10%
D2 agonist	1.2	-3.2	-0.3	-0.4	-0.5
TrxR1 substrate	-20%	3%	-6%	0%	15%
PI4K2A block	-24	1	5	0	-2
IDH1 R132H inh	3%	-6%	0%	4%	3%
TRHR enhancer	-1	4	0	2	5

Bioassay records (PubChem BioAssay)
